Compound activity (PubChem BioAssay)
USP1 inh: Inhibitors of USP1/UAF1: Primary Screen. hit rate 0.23% among 390,000. AID 743255, 2014. recombinant USP1/UAF1, Ub-Rhodamine cleavage fluorescence. Ubiquitin carboxyl-terminal hydrolase 1 (Homo sapiens), O94782. Potency, µM (series often up to 57.1 µM), inactives show at the top dose activity change, negative = inhibition, usual class: inhibitors; further: potency means the concentration at half of the fitted maximal effect; on the % scale 0 is the no-effect control and ±100 the full control effect; nearly all actives have a fitted effect of over 60% in size; inactives centre near -12
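1 nM enzyme complex + cpd, 15 min RT; start with Ub-Rho 150nM final; kinetic fluorescence ex 480/em 540, 6 reads q60 s. Buffer 50mM HEPES pH 7.8, 0.5mM EDTA, 0.1 mg/ml BSA, 1mM TCEP, 0.01% Tween-20.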
TrxR1 substrate: qHTS Assay for Substrates of Mammalian Selenoprotein Thioredoxin Reductase 1 (TrxR1): qHTS. Thioredoxin reductase 1, cytoplasmic (Rattus norvegicus), O89049. AID 588456, 2011. Potency, µM (series often up to 114 µM), for inactives: at the top dose activity change, negative = substrate turnover. hit rate 0.01% among 390,000. purified TrxR1 substrate turnover, NADPH consumption readout; further: potency means the concentration at half of the fitted maximal effect; on the % scale 0 is the no-effect control and ±100 the full control effect; nearly all actives have a fitted effect of over 50% in size
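Rat TrxR1, dispensed at 90 nM, was prereduced with 400 uM NADPH (final) for 5 min at ~22 deg C, then incubated with compound 15 min before 400 uM selenite. A first-read NADPH fluorescence drop versus no-compound background flagged substrates.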
HP1b binding inh: HTS for Inhibitors of HP1-beta Chromodomain Interactions with Methylated Histone Tails | Chromobox protein homolog 1 (Homo sapiens), P83916 | AlphaScreen HP1-beta / biotin-H3K9me3 peptide binding | Potency, µM (series often up to 114 µM), for the others: at the top dose activity change, negative = inhibition, actives largely listed as inhibitors | hit rate 0.56% among 390,000 | AID 540317, 2011; further: potency means the concentration at half of the fitted maximal effect; nearly all actives have a fitted effect of over 70% in size; inactives centre near 23
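Compound inhibition of the preformed complex between 50 nM HP1-beta and 50 nM biotinylated H3K9me3 peptide was read by AlphaScreen. Buffer was PBS pH 7.4 with 0.01% Tween-20. Incubations ran 30 min at room temperature, with 10 ug/mL donor/acceptor beads.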
rTrxR1 inhibitor: qHTS Assay for Inhibitors of Mammalian Selenoprotein Thioredoxin Reductase 1 (TrxR1): qHTS. hit rate 1% among 390,000. recombinant rTrxR1, NADPH fluorescence consumption, selenite substrate. Potency, µM (series often up to 114 µM), for the others: at the highest dose activity change, negative = inhibition, usual class: inhibitors. AID 588453, 2011; further: potency means the concentration at half of the fitted maximal effect; on the % scale 0 is the no-effect control and ±100 the full control effect; nearly all actives have a fitted effect of over 65% in size
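Rat TrxR1 (90 nM in the dispensed reagent) was pre-reduced with 400 uM NADPH for 5 min at room temperature, then incubated with compound for 15 min. After 400 uM selenite was added, NADPH fluorescence (Ex 340/Em 450 nm) was followed for 8 min.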
PI4K2A block: qHTS for small molecular inhibitors of PI4K2A; purified PI4K2A, ADP-Glo luminescence, 1 h; stronger effect = lower value; activity change, negative = inhibition, % at 76.9 µM; hit rate 0.13% among 420,000; AID 1346378, 2018; in the data active means activity change below about -50%; inconclusive means mostly about -30% to -49%;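 further: -100% = wells without enzyme as full effect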
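ADP-Glo luminescence measured ADP generated by PI4K2A enzyme (4 ug/mL before mixing) with 1.2 mM PI substrate (pre-mix) and 300 microM ATP (pre-mix). Tris pH7.5 buffer with MgCl2, Triton X-100; 1 h reaction at ambient temperature.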
IDH1 R132H inh: qHTS for Inhibitors of mutant isocitrate dehydrogenase 1 (IDH1): qHTS | Isocitrate dehydrogenase [NADP] cytoplasmic (Homo sapiens), O75874 | IDH1-R132H enzyme, NADPH consumption, diaphorase/resazurin fluorescence | hit rate 0.093% among 390,000 | Potency, µM (titrated, usually from 76.6 µM), inactives show at the top dose activity change, negative = inhibition, usual class: inhibitors | AID 602179, 2012; further: potency means the concentration at half of the fitted maximal effect; on the % scale 0 is the no-effect control and ±100 the full control effect; nearly all actives have a fitted effect of over 65% in size
Target sequence (O75874 whole entry R132H, stated change not applied): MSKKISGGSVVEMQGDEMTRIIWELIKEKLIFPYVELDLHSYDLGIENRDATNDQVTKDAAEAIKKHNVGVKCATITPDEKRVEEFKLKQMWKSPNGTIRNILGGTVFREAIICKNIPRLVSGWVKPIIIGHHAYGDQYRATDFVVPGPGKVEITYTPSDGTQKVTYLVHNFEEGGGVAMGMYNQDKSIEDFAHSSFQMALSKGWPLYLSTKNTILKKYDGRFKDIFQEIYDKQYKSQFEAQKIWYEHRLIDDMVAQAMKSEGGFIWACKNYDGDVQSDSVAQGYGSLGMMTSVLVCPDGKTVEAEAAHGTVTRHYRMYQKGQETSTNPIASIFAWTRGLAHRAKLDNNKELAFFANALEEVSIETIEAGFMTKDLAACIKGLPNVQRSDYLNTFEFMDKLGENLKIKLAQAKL
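IDH1-R132H (0.5 ug/mL) preincubated 30 min with compound, then NADPH (0.016 mM) and alpha-KG (2 mM) added; 80 min at RT, pH 7.5. Remaining NADPH coupled via diaphorase/resazurin to fluorescence (540/590 nm); concentration-response curves normalized to no-enzyme control.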
Pin1 inhibitor: qHTS Assay to Find Inhibitors of Pin1; Peptidyl-prolyl cis-trans isomerase NIMA-interacting 1 (Homo sapiens), Q13526; Pin1 FP peptide displacement, HiFluor488, 10 min; Potency, µM (series often up to 115 µM), for the others: top-dose activity, negative = inhibition, usual class: inhibitors; hit rate 0.009% among 390,000; AID 504891, 2011; active means well fitted inhibition curve with a large enough effect in the polarisation, with a control signal flat, not every such curve was filed as active; inconclusive means small, poorly fitted or top-dose-only effect, or effect the other way, or a change in a side signal; inactive means no such curve, though single readings can be large or run the other way; the % refers to the polarisation; further: potency means the concentration at half of the fitted maximal effect; on the % scale 0 is the no-effect control and ±100 the full control effect
PGK inhibitor: qHTS Assay to Find Inhibitors of Phosphoglycerate Kinase; Phosphoglycerate kinase, glycosomal (Trypanosoma brucei brucei), P07378; PGK/GAPDH coupled, Kinase-Glo luminescence, 60 min; Potency, µM (titrated, usually from 57.5 µM), inactives show at the highest dose activity change, negative = inhibition, actives largely listed as inhibitors; hit rate 0.043% among 380,000; further: potency means the concentration at half of the fitted maximal effect; on the % scale 0 is the no-effect control and ±100 the full control effect; nearly all actives have a fitted effect of over 60% in size
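Luminescent ATP detection (Kinase-Glo Plus) follows a 60-minute room-temperature incubation, with wells lacking PGK as controls. Buffer: 100 mM TEA (pH 7.6), 5 mM MgCl2, 0.01% Tween-20. Coupling enzyme GAPDH (100 nM final) supplies unstable 1,3-BPG in-well.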
GLS inh: qHTS for Inhibitors of Glutaminase (GLS). AID 624170, 2012. GLS enzymatic activity, qHTS titration. Potency, µM (top dose mostly 45.5 µM), without a hit: at the top dose activity change, negative = inhibition, most hits filed as inhibitors. Glutaminase kidney isoform, mitochondrial (Homo sapiens), O94925. hit rate 0.21% among 410,000; further: potency means the concentration at half of the fitted maximal effect; on the % scale 0 is the no-effect control and ±100 the full control effect
Target sequence (O94925 whole entry, looked up, canonical isoform): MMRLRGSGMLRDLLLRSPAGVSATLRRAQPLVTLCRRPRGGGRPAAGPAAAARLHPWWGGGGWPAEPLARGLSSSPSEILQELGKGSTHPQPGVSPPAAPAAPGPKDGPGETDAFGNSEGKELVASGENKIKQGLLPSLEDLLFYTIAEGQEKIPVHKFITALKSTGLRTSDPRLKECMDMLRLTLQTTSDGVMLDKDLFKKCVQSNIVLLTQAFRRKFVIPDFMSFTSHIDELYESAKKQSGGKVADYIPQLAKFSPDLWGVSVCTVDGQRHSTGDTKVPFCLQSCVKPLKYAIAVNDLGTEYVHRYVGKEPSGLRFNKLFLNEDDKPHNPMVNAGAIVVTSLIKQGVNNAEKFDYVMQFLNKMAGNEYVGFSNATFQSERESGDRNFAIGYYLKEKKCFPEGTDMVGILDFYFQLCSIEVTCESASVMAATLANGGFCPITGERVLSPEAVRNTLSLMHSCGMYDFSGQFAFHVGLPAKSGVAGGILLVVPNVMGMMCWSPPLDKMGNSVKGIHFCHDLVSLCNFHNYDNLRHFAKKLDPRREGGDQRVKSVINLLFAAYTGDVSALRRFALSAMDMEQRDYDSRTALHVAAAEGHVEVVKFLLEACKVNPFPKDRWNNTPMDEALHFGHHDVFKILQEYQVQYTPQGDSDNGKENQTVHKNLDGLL
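Assay buffer: 45 mM KH2PO4 pH 8.2, 0.02% Tween-20. hKGA acts on L-glutamine (1 mM solution added); product glutamate is reported by an oxidase/peroxidase Amplex Red coupling, with fluorescence taken at baseline and 30 min.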
* = called active by the depositor; i = inactive; ? = inconclusive; / = not tested or not shown; & = joins results of further samples; [ ] = remark or other dose. Unless noted, the call rests on the fitted dose curve; in most records, active means well fitted curve in the direction sought with a large enough effect; inconclusive means small, poorly fitted or top-dose-only effect, or another doubt; inactive means no such curve, though single readings can be large; an effect the other way counts as inactive or inconclusive.

SMILES | USP1 inh | TrxR1 substrate | HP1b binding inh | rTrxR1 inhibitor | PI4K2A block | IDH1 R132H inh | Pin1 inhibitor | PGK inhibitor | GLS inh
CCOC(=O)CC1=CC(C)(CC(=O)OCC)C(C#N)(C#N)C(N)=C1C#N (centres undefined) | 3.5% | -1.4% | 35.0% | 7.6% | -2.0 | -0.4% | -5.3% | -8.4% | 42.8%[activator]
O=C(O)c1ccccc1NCc1ccsc1 | -10.6% | 75.9%[activator] | 42.4%[activator] | -2.2% | -3.0 | -1.5% | -7.8% | -0.9% | 17.8%
CCOc1ccc(CN2C(=O)c3ccccc3Sc3ccc(C(=O)NCc4ccco4)cc32)cc1 | ? | -1.9% | 11.3% | 13.8% | -1.7 | -1.5% | 34.5%[activator] | 5.3% | -7.8%
Cc1ccc(S(=O)(=O)N2CCCCC2)cc1NC(=O)Cn1cnc2c1c(=O)n(C)c(=O)n2C | -12.9% | -1.5% | 42.1%[activator] | 10.1% | -3.1 | -5.2% | 3.3% | 3.1% | 3.5%
CCN(CC)CCCn1c(=S)[nH]c2cc(OC)c(OC)cc2c1=O | -10.9% | -4.3% | 20.6% | -19.9% | 3.4 | 0.0% | -16.0% | i | 1.7%
O=C1CN(C(=O)COc2ccc(Br)cc2)c2ccccc2N1 | -12.5% | 4.2%[57.1 µM] | 26.7% | 21.5%[57.1 µM] | -7.8 | -1.0% | 1.3% | -10.9% | -4.6%
CCn1cc2nc(SCc3ccc(C)cc3)n(CCc3ccccc3)c(=O)c2n1 | -16.3% | -10.6%[57.1 µM] | 6.5% | -9.2%[57.1 µM] | -3.6 | 11.8% | 0.0% | -3.8% | -10.0%
O=C1c2[nH]nc(-c3ccccc3O)c2C(c2cccc(OCc3ccccc3)c2)N1CCO (centres undefined) | -8.1% | -1.7% | 49.6%[activator] | 7.4% | 2.3 | -12.7% | 2.1% | -5.6% | -4.1%
COCc1nc2ccccc2n1CCCOc1ccccc1 | -17.0% | 1.7% | 40.8% | 11.9%[57.1 µM] | -0.3 | 5.7% | -0.5% | -5.3% | -4.4%
C[C@H]1CN([C@@H](C)CO)C(=O)CCCn2nncc2CO[C@H]1CN(C)S(=O)(=O)c1ccccc1F | -13.6% | / | / | / | 2.7 | -3.4% | / | 1.9% | 4.7%
Cc1cc(C(=O)N[C@H](c2ccccc2)[C@@]2(C)C[C@@H]2[C@@H](C)C(=O)Nc2ccc3ccccc3c2)no1 | -30.9% | -5.4% | 38.7% | 17.3%[57.1 µM] | 1.3 | -17.1% | 4.5% | -8.0% | -8.7%
CCCn1nnnc1COc1ccc(C(N)=O)cc1 | -20.1% | -14.7% | 55.0%[activator] | -20.4% | 6.1 | 0.0% | 8.3% | -5.8% | -20.5%
O=C(Nc1ccc(F)cc1F)c1ccccc1NC(=O)C1CC=CCC1C(=O)O (centres undefined) | -4.2% | -3.4% | 27.4% | 13.0% | 5.2 | 0.0% | -4.2% | -0.7% | -6.9%
C=CCC(C#Cc1ccc(C)cc1)N(CC)CC (centres undefined) | -3.5% | 8.0%[57.1 µM] | 10.1% | -14.1% | 3.6 | 3.5% | 4.2% | 4.6% | 8.3%
O=C(Cn1cc(SCc2c(F)cccc2Cl)c2ccccc21)N1CCCCCC1 | ? | -2.5% | 84.5%[activator] | 24.6% | 2.1 | 9.3% | 7.6% | i | 6.1%
CC(C)(C)NC(=O)c1ccc2nc(CCc3ccccc3)oc2c1 | -23.6% | -1.9%[57.1 µM] | 7.4%[57 µM] | 18.8%[57.1 µM] | -7.6 | 11.4% | -5.3% | -9.8% | 3.6%
O=C(CSc1nnc(-c2ccccc2F)o1)NC1CC1 | -0.6% | 1.2% | 9.8% | 2.6% | -0.3 | -11.5% | 9.6% | 7.6% | -0.2%
CN(C)c1ccc(N=Nc2ccc(S(=O)(=O)O)cc2)c2ccccc12 | -25.5% | -18.2% | ? | -18.7% | -11.6 | -5.4% | -13.9% | / | 20.4%
CCC(=O)Nc1ccc2nc(SCC(=O)N3CCc4ccccc43)sc2c1 | -12.6% | 0.3% | 68.2%[activator] | 1.5% | -5.1 | 14.2% | 11.8% | -1.0% | 0.2%
CN(CC(=O)NCCc1ccc(F)cc1)CC(=O)Nc1ccc(F)c(F)c1F | 1.2% | -11.0% | 19.7% | 2.4% | -0.6 | 9.7% | 0.0% | -3.8% | 3.5%
Cc1cc(C)c(CC(=O)c2ccccc2)c(C)c1 | -13.5% | 1.9%[57.1 µM] | 21.9% | 13.3%[57.1 µM] | 2.8 | -2.0% | 5.3% | 2.0% | 10.6%
CCC(=O)Nc1cccc(NC(=S)NC(=O)c2ccccc2)c1 | -13.5% | -11.5% | 23.7% | -32.7% | 2.1 | 0.0% | 4.4% | i | -5.0%
O=C(NCCCn1ccnc1)c1cc(S(=O)(=O)N2CCOCC2)c(Cl)cc1Cl | -7.4% | -3.3% | 21.9% | 0.3%[57.1 µM] | 4.5 | -3.8% | -5.0% | 12.3% | 16.2%
Cc1csc(NC(=O)c2cccnc2Cl)n1 | -17.1% | 6.4%[57.1 µM] | -0.2% | 15.6%[57.1 µM] | 2.5 | -4.3% | -4.3% | -2.1% | 14.5%
Cc1nc(-c2ccc(S(=O)(=O)Nc3ccc(Br)cc3Cl)s2)cs1 | -20.0% | 7.4%[57.1 µM] | 60.8%[activator] | 11.2%[57.1 µM] | -2.2 | 6.4% | -0.2% | -9.0% | 3.9%

(listing goes on)
SMILES | USP1 inh | TrxR1 substrate | HP1b binding inh | rTrxR1 inhibitor | PI4K2A block | IDH1 R132H inh | Pin1 inhibitor | PGK inhibitor | GLS inh
Cc1cc(C)c([N+](=O)[O-])cc1-c1ccc(/C=N/c2c(-c3ccco3)nc3ccccn23)o1 | -21.7% | 4.7%[57.1 µM] | ? | ? | ? | -2.8% | / | -14.0% | 10.4%
Cc1cccc(NC(=O)COc2ccc(-c3nn(C)c(=O)c4ccccc34)cc2)c1 | -1.3%&-18.9% | 6.5%&-0.6% | 1.1%&11.4% | 22.8%&5.9% | -4.8&1.7 | -2.3%&-7.4% | -2.6%&23.7% | -7.0%&3.3% | 6.7%&16.7%
COC(=O)c1c(N2C(=O)Nc3ccccc3N2O)sc(C)c1C | 0.8% | -5.9% | 32.2% | -13.9% | -0.1 | -7.1% | 14.7% | 6.3% | 21.6%
CN(C(=O)CSc1ncnc2sccc12)C1CCS(=O)(=O)C1 (centres undefined) | -14.9% | 0.1% | 22.5% | 9.2% | -3.5 | -1.1% | 6.5% | i | 2.2%
Cc1ccc(S(=O)(=O)c2nc(-c3ccco3)oc2SC(C)C)cc1 | ? | -2.6%&-8.2% | 14.3%&49.9% | ? | -2.0&-3.3 | -1.1%&9.7% | 28.5%&11.1% | -9.5%&-1.7% | -0.9%&0.1%
Cc1ccc(S(=O)(=O)c2nnn3c2nc(NC(C)c2ccccc2)c2sccc23)cc1 (centres undefined) | -19.8% | 21.4% | 48.4%[activator] | 44.0% | 0.0 | ? | -0.6% | -3.0% | -9.8%
c1ccc(Nc2nc(-c3ccccc3)nc3ccccc23)cc1 | -26.4% | 10.5% | 101.9%[activator] | 39.5%[activator] | -2.1 | -2.7% | -3.3% | 2.8% | 1.1%
C=CC[C@H](CC(=O)NCCO)C(=O)NCCOC(=O)[C@@H](CC=C)Cc1ccc(F)cc1 | 1.9% | -2.4%[57.1 µM] | 33.2%[activator] | 24.7% | -0.8 | -3.7% | -6.6% | -1.2% | 0.7%
Cn1ccnc1SCC(=O)N1CCN(S(=O)(=O)c2ccccc2)CC1 | -9.3% | 4.9% | 58.7%[activator] | 11.2% | -1.9 | 13.7% | 9.2% | -9.1% | 0.2%
O=[N+]([O-])c1ccccc1S(=O)(=O)N1CCN(c2ccccc2)CC1 | -18.3% | 3.5% | 5.0% | 17.5% | -3.0 | 13.5% | -1.2% | -0.2% | -5.2%
Cc1cccc(C)c1OCC(=O)Nc1ccc2c(c1)OCCO2 | -22.7% | 5.3% | 59.4%[activator] | 24.1% | -1.5 | 12.0% | -0.4% | i | 0.1%
Cc1ccccc1NC(=O)NCCCN1CCN(C)CC1 | -13.4% | -2.9% | 23.7% | -11.9% | 5.9 | -3.1% | -1.4% | 0.5% | 1.0%
COc1ccc(C2c3c(ncn(CCCN4CCOCC4)c3=N)Oc3ccc4ccccc4c32)cc1OC (centres undefined) | -1.8% | -2.2% | 7.8% | 18.2% | -1.0 | 4.1% | 5.7% | -1.6% | 10.5%

Some of the compounds tested (hit frequency here may not be typical).
